EBV LMP1 NFkB – EBV LMP1-driven NF-kappaB luciferase reporter inhibitors, primary screen, cell-based, luminescence, single point; LMP1-induced NF-kappaB luciferase reporter cells; inhibition, % at 12.5 µM; 350,000 compounds, 0.69% hits; AID 504558, 2011; in the data active = inhibition above about 41%;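 note: 0% = neutral control wells and 100% = reference inhibitor control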
SRC2 inh – inhibition of GAL4-SRC2 driven luciferase reporter, primary screen, SRC2 inhibitor project, cell-based, luminescence; Nuclear receptor coactivator 2 (Homo sapiens), Q15596; AID 651957, 2012; inhibition, % at 9 µM; HEK293 GAL4-SRC2 luciferase reporter; 370,000 compounds, 0.17% hits;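 active = inhibition above the mean inhibition of all tested compounds plus 3 SD, set per campaign, cut at about 52% in these data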;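 note: 0% = DMSO treated cells and 100% = cells given Gossypol at 36 µM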
LRH-1 inv ag – LRH-1 (NR5A2) inverse agonists, primary screen, cell-based, luminescence, HEK293T, StAR-luciferase reporter | Nuclear receptor subfamily 5 group A member 2 (Homo sapiens), O00482 | LRH-1 transfected, 24 h | inhibition, % at 3.6 µM | 360,000 compounds, 0.13% hits | AID 602396, 2012;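 active = inhibition above the mean inhibition of all tested compounds plus 3 SD, cut at about 73% in these data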;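 note: 0% = DMSO wells and 100% = reporter-only cells lacking LRH-1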
TWEAK-Fn14 inh – inhibitors of TWEAK-Fn14 signaling, primary screen, luciferase reporter cells, uHTS | 360,000 compounds, 2% hits | inhibition, % at 10 µM | TWEAK-stimulated Fn14 reporter cells, luciferase luminescence, 8 h; in the data active = inhibition above about 50%
KKLEB tox – cytotoxicity in KKLEB CF airway cells, primary screen, cytotoxicity control for CF NF-kB inhibitor project, cell-based, uHTS, fluorescence assay plates; 360,000 compounds, 0.36% hits; KKLEB CF airway cells viability, ATPlite luminescence, overnight; stronger effect = lower value; cells stimulated with P. aeruginosa culture filtrate; activity change (cytotoxicity), % at 5 µM;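 active = corrected activity change at or below -50% at 5 µM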
NCOA1 inh – SRC1 coactivator transcriptional activity inhibitors, primary screen, cell-based, luminescence | HEK293 GAL4-SRC1 luciferase reporter | inhibition, % at 3.6 µM | 360,000 compounds, 0.12% hits | Nuclear receptor coactivator 1 (Homo sapiens), Q15788;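 active = inhibition above the campaign mean plus 3 SD, with each screening campaign given its own cutoff, cut at about 60% in these data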;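 note: 0% = DMSO treated cells and 100% = gossypol at 36 µM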
C8 TRAIL sens – viability loss with TRAIL in NB7+C8 cells, primary screen, TRAIL sensitizer project, cell-based, ATPlite luminescence | inhibition (viability loss, TRAIL sensitization), % at 10 µM | 360,000 compounds, 1% hits | AID 624354, 2012;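 active = compounds causing at least 50% loss of cell viability in the single-dose screen, relative to plate controls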
COUP-TFII inh – NR2F2 transcriptional activity inhibitors, primary screen, cell-based, luciferase reporter, HEK293T, luminescence | COUP transcription factor 2 (Homo sapiens), P24468 | inhibition, % at 8.6 µM | HEK293T NGFI-A luciferase reporter | 370,000 compounds, 0.7% hits;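 active = inhibition above a per-plate cutoff, mean inhibition of test wells between control levels plus 3 SD, cut at about 38% in these data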;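 note: cells cotransfected with COUP-TFII expression vector driving the NGFI-A reporter; 0% = median of COUP-TF2 test wells and 100% = reporter-only cells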
NCOA3 inh – SRC3 coactivator transcriptional activity inhibitors, primary screen, cell-based, luminescence; HEK293 GAL4-SRC3 luciferase reporter; 360,000 compounds, 0.17% hits; AID 588352, 2011; inhibition, % at 3.6 µM; Nuclear receptor coactivator 3 (Homo sapiens), Q9Y6Q9;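 active = inhibition above a per-campaign cutoff, the mean of all compounds plus 3 SD, cut at about 60% in these data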;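 note: 0% = DMSO-treated cells and 100% = gossypol-treated cells at 36 µM; higher means less SRC3-driven luciferase light from the GAL4 reporter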
TROY NFkB inh – inhibitors of TROY-driven NF-kB signaling, primary screen, Q293 LMP1-TROYcd cells, NF-kB luciferase, uHTS; Q293 LMP1-TROYcd NF-kB luciferase reporter, 4 h; inhibition, % at 10 µM; 360,000 compounds, 0.98% hits; AID 1347056, 2019;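 active = compounds whose plate-normalised and pattern-corrected inhibition of the luciferase reporter signal at the single screening dose is 50% or more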
CF NFkB inh – inhibitors of PAF-induced NF-kB signaling, primary screen, cell-based, GFP fluorescence, uHTS; KKLEB NF-kB-GFP reporter, GFP fluorescence overnight; inhibition, % at 5 µM; 360,000 compounds, 0.86% hits;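 active = at least 50% inhibition at 5 µM, scaled per plate between neutral and stimulator controls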;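 note: PAF is a Pseudomonas aeruginosa culture filtrate used as stimulus; plate controls were PAF-stimulated DMSO wells for no effect and unstimulated DMSO wells for full effect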
An asterisk follows results filed as active; . = no result given.

no.	SMILES	EBV LMP1 NFkB	SRC2 inh	LRH-1 inv ag	TWEAK-Fn14 inh	KKLEB tox	NCOA1 inh	C8 TRAIL sens	COUP-TFII inh	NCOA3 inh	TROY NFkB inh	CF NFkB inh
1	Nc1nonc1-n1nnc(C(=O)N/N=C/c2cc(Br)cs2)c1-c1ccccc1	-4.9	3.6	2.9	15.4	-12.0	24.0	26.7	8.3	2.3	10.3	14.6
2	CCCCCCCCCCCCS(=O)(=O)CCC(=O)O	-4.7	-32.2	11.5	14.2	-9.4	-0.1	-6.3	8.5	11.9	24.6	13.6
3	OCCN(Cc1ccccc1)Cc1ccccc1O	-1.9	-19.6	1.7	0.4	13.0	0.8	-4.1	21.0	1.4	-18.9	-9.8
4	CC(C(=O)Nc1cccc([N+](=O)[O-])c1)N1C(=O)NC2(CCCC2)C1=O (stereo unspecified)	1.8	-23.3	5.8	-1.0	5.1	-11.8	-1.9	0.3	-7.7	4.4	5.7
5	CCSC1=C(C#N)C(c2ccc(C)s2)CC(=O)N1 (stereo unspecified)	-1.3	0.8	-6.1	-4.3	2.7	3.2	24.3	23.6	6.5	3.6	4.3
6	Cc1ccc(C2=NN(C(=O)CCl)C(c3cccs3)C2)o1 (stereo unspecified)	35.1	49.3	6.6	48.4	-21.2	15.6	95.3*	7.0	52.5	-43.7	46.0
7	O=C(O)CCCC(=O)Nc1ccc(-n2ccc(C(F)(F)F)n2)cc1	-2.0	-23.1	1.9	-6.5	4.1	-0.7	-2.6	-3.6	21.1	-103.1	-11.0
8	O=C(NCc1cccnc1)c1cc(-c2ccc(Cl)cc2)oc1C(F)(F)F	-12.3	6.1	-2.2	-3.6	-21.4	0.3	-3.2	-7.3	0.7	37.7	2.7
9	Cn1cccc1C(=O)NNC(=O)COc1ccccc1F	-6.0	-43.7	-50.0	5.5	-0.4	-70.5	1.7	-6.3	-65.0	-2.9	-3.0
10	Cc1ccc(S(=O)(=O)NCCC(=O)N2CC(C)OC(C)C2)cc1 (stereo unspecified)	-9.3	-13.4	-4.6	-3.8	-4.1	-0.4	-10.5	22.1	2.4	6.9	3.5
11	COc1ccc(-c2nnc(SC(C)C(=O)Nc3cccc(Cl)c3)o2)cc1 (stereo unspecified)	-39.1	-31.3	-123.5	-10.9	-7.9	-110.2	1.2	-45.2	-112.3	-31.4	-8.1
12	Brc1ccc(/C=N/Nc2ncnc3c2cnn3Cc2ccccc2)cc1	-26.3	-14.9	-15.3	-35.3	-12.4	-5.9	6.3	5.3	-0.8	-5.0	-4.2
13	CCC(Oc1ccccc1)C(=O)Nc1ccc(S(=O)(=O)Nc2cnc3ccccc3n2)cc1 (stereo unspecified)	-9.7	-7.7	-25.0	11.2	-1.1	2.1	-2.0	-2.7	4.2	5.3	-6.7
14	O=C(O)c1ccc(CNCc2ccc(F)cc2)cc1	-0.1	-7.7	8.0	-13.1	-1.2	-11.9	2.6	-0.7	9.6	-14.2	-10.7
15	COc1ccc(CC(=O)N(Cc2ccccc2)c2ccc(C)cc2)cc1S(=O)(=O)N1CCOCC1	-27.6	-47.7	11.4	-15.3	-11.4	-10.3	7.3	10.0	5.2	11.3	15.5
16	CCCOc1ccc(C(CC(=O)O)NS(=O)(=O)c2ccc(NC(C)=O)cc2)cc1 (stereo unspecified)	7.4	-19.9	-27.1	11.9	-1.8	3.2	-3.8	-12.1	-22.7	-7.0	1.9
17	Cn1c(N)c(N=O)c(=O)n(C)c1=S	-10.4	-0.8	37.9	-14.3	-1.9	-6.7	3.1	4.2	-2.3	1.0	-2.5
18	O=C(NC1CC1)C1=C[C@@H](c2coc3ccccc3c2=O)C[C@@H](OCCCCO)O1	-0.8	-14.2	-13.8	12.5	-1.7	-12.7	9.8	1.6	-12.0	-3.3	10.1
19	COc1ccc(-c2csc3ncnc(NCCN4CCOCC4)c23)cc1	46.4*	44.1	5.9	45.4	-17.0	8.0	12.9	24.4	42.2	43.1	55.5*
20	O=[N+]([O-])c1cc(N=Nc2ccc3ccccc3c2)ccc1O	-37.0	-26.6	9.9	47.3	0.4	-0.8	-3.7	1.9	-62.5	-10.6	-0.8
21	CCOC(=O)c1c(C)[nH]c(C)c1C(=O)CSc1nc(N)cc(=O)[nH]1	-11.5	-16.9	3.5	4.0	-16.3	-6.4	-2.9	7.0	-18.8	3.3	3.7
22	O=S(=O)(Nc1ccc(O)c2ncccc12)c1ccccc1F	.	-11.2	3.1	7.1	-3.5	-48.9	7.4	1.4	-42.5	-13.0	5.0
23	Cc1cc(Cn2ccnc2)c(C)cc1Cn1ccnc1	-0.3	-6.9	-11.2	17.1	13.0	-18.8	-16.2	-4.3	7.7	-19.5	-13.3
24	COc1ccc(Cl)c(NC(=O)NCCN2CCN(c3ccccc3)CC2)c1	-7.5	-13.0	5.6	-29.9	-8.1	-0.6	-1.2	3.9	0.8	-35.0	4.4
25	O=C(O)CS(=O)CC(=O)Nc1cccc(C(F)(F)F)c1 (stereo unspecified)	9.3	15.1	9.1	-24.9	4.6	7.7	4.0	0.0	1.1	-13.0	8.6
26	COc1ccc(C(=O)C[n+]2ccccc2/C=N/O)cc1	1.6	-15.3	-13.0	-14.1	11.0	-13.8	2.1	-5.3	-12.2	-16.9	1.4
27	CCOc1ccc(/C=C/c2c([N+](=O)[O-])c(=O)n(C)c(=O)n2C)cc1	6.7	34.4	-10.3	21.0	14.4	-23.9	-3.5	-7.0	9.7	10.4	8.8
28	COc1ccccc1CN1C[C@@H]2C[C@@H](c3ccccc3OC)N3CCC[C@@]23C1=O	-2.3	-12.5	10.7	2.3	-5.9	15.8	9.0	20.0	11.0	-15.1	8.2
29	CC1(C)CC(=O)C=C(Nc2ccc(C(=O)O)c(O)c2)C1	4.1	-22.1	6.6	27.9	-1.8	8.2	0.3	23.6	-16.0	-2.3	0.3
30	COCc1cc(=O)[nH]c(/N=C(\N)Nc2c(F)cccc2F)n1	.	-21.2	0.1	-0.2	1.0	-2.3	7.8	18.3	-4.0	-8.0	-6.7
31	COc1ccc(CNc2ccc([N+](=O)[O-])cc2C)cc1	-0.4	7.2	29.2	-25.8	8.6	-19.7	16.0	-14.1	12.1	-3.2	1.3
32	Fc1ccccc1CSc1nc2ncc(Br)cc2[nH]1	-12.4	-65.7	-29.4	-47.9	-0.7	-30.3	5.4	-28.6	-24.4	-62.0	20.3
33	O=C(CSc1nnnn1-c1ccccc1)c1cc2ccccc2oc1=O	1.0	-12.2	9.4	-5.5	1.3	-8.4	-21.4	-2.2	-24.9	-31.8	-11.1
34	Cc1cc(C)cc(N(CC(=O)NC2CCC(C)CC2)S(=O)(=O)c2c(C)noc2C)c1 (stereo unspecified)	1.3	-4.9	-6.3	-5.2	-4.8	8.6	15.6	-4.8	10.7	-16.4	1.9
35	CN(C(=S)Nc1ccc(Oc2ccccc2)cc1)C1CCCCC1	4.1	9.3	-14.4	8.5	-15.5	-11.4	-2.0	2.9	-4.9	3.1	24.1
36	Cc1ccc(O)c(CNc2nccs2)c1	8.0	-12.7	-6.8	-1.0	12.7	-11.5	-5.8	28.5	-15.5	24.9	-35.0
37	CCOC(=O)C1CCN(S(=O)(=O)c2ccc3c(c2)CC(C)N3C(=O)C2CC2)CC1 (stereo unspecified)	11.5	3.5	1.3	9.3	0.0	28.3	11.0	21.8	-32.3	24.4	3.0
38	NC(=O)c1ccccc1NC(=O)CC1(CC(=O)O)CCCC1	1.5	4.1	2.8	-9.2	3.4	9.1	-6.1	21.0	2.1	4.9	-16.8
39	O=C(CN1CCN(S(=O)(=O)/C=C/c2ccccc2)CC1)NC(=O)NCc1ccco1	36.3	1.9	16.3	6.1	7.6	-17.1	-5.8	-1.3	10.0	-5.7	-10.7
40	COc1ccc(NC(C)=O)cc1S(=O)(=O)NC(C)c1ccc(-n2ccnc2)cc1 (stereo unspecified)	-7.0	-15.0	-17.9	-6.5	13.7	-33.7	-4.6	2.6	-0.6	-6.6	-14.1
41	Cc1ccccc1CN1CCN(CC(=O)NCc2ccc3c(c2)OCO3)C1=O	0.6	-0.3	13.6	-3.7	-2.7	2.2	-10.4	-0.6	-4.9	0.4	-10.3
42	CC(C)(C)NC(=O)NC(=O)COC(=O)Cc1c(Cl)cccc1Cl	-10.4	25.9	5.2	25.6	-5.5	23.6	9.6	2.3	4.0	-24.1	14.9
43	COc1cccc(C(=O)Nc2cc(NC(=O)c3cccs3)ccc2C)c1	-0.5	-3.5	10.3	-21.8	0.5	-13.4	5.7	13.7	-4.7	-7.6	11.1
44	COc1ccc(CC(=O)Nc2ccc3c(c2)C(=O)N(CCC(=O)O)C3=O)cc1	3.8	-2.9	6.1	-0.8	2.9	10.3	-4.5	11.7	-3.0	-2.6	-5.5
45	COc1ccc(/C=C2\SC(=S)N(CCC(=O)N(CCO)Cc3ccccc3)C2=O)cc1OC	4.7	1.1	-0.6	10.6	-10.1	-16.8	8.0	0.9	-7.8	-3.7	23.3
46	CC(=O)NCCn1c(SCC(=O)NC2CCCCC2)nc2ccccc2c1=O	2.9	-34.1	-4.4	-37.2	6.3	14.5	-12.5	1.1	11.6	-6.2	-4.5
47	CC(C)Cn1c(CN2CCN(C)C(CCO)C2)nc2ccccc21 (stereo unspecified)	-7.3	-19.1	-15.2	-15.7	-3.4	-248.5	3.3	-15.1	-3.9	9.8	15.2
48	CCCOc1ccc(C(C)=O)cc1CC(C(N)=O)C(N)=O	-3.9	-5.5	-15.6	1.1	4.0	2.6	1.3	-1.1	4.6	14.8	2.7
49	O=C(NC1CCCCC1)N1CCN(c2ccccc2)CC1	-4.5	-22.3	-9.0	-8.1	-12.6	6.3	3.0	-3.0	7.1	1.0	8.3
50	CSCc1cc(N(C)c2ccccc2)nc(-c2ccccc2)n1	0.6	22.9	-12.3	15.1	-2.1	9.7	12.6	-4.4	4.3	-11.1	18.6
51	COc1cccc(-c2nnc(SCC(=O)N3CCCc4ccccc43)o2)c1	-6.5	-2.4	-1.1	5.5	6.9	-5.7	9.7	18.0	-17.1	-27.1	6.5
52	O=C(Nc1nc(-c2ccccn2)cs1)Nc1ccc(F)cc1F	35.4	-25.9	-1.9	-9.7	-4.5	-33.1	2.0	10.4	-17.0	-32.0	10.3

Bioassay records deposited in PubChem BioAssay by several laboratories.
